Compound activity from PubChem BioAssay.
Vif inh = HIV Vif self-association inhibitors, primary screen, imaging, HEK293T, single point; HEK293T cells, Vif self-association by quenched fluorescence, 24 h; AID 602346, 2012; inhibition, % at 7.49 µM; 340,000 tested, 0.35% active; in the data active = inhibition above about 50%, passing the limit was not always enough; note: some results filed as inactive read as strong as hits
ABHD5-PLIN5 inh = ABHD5-PLIN5 interaction inhibitors, primary screen, cell lysate, split luciferase complementation, luminescence; Split G. princeps luciferase complementation, 4 h; inhibition, % at 4 µM; 360,000 tested, 0.78% active;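 active = inhibition above the mean inhibition across every tested compound plus 3 SD, cut at about 22% in these data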;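 note: 0% = DMSO only wells and the 100% control is not disclosed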
MC4R antag cAMP = MC4R antagonists of cAMP signaling, primary screen, cell-based, TR-FRET, antagonist arm of biased-ligand search | Melanocortin receptor 4 (Homo sapiens), P32245 | MC4R-expressing cells, MTII-stimulated cAMP, LANCE TR-FRET | inhibition, % at 6.5 µM | 360,000 tested, 0.48% active | AID 540295, 2011;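 active = inhibition above its plate's cutoff, the mean of tested wells on that plate plus 3 SD, cut at about 29% in these data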;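 note: 0% = Melanotan II alone and 100% = Melanotan II plus saturating MCL0020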
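System: U2OS-MC4R stable cell line; Technique: Eu-cAMP/anti-cAMP TR-FRET, emission 671 nm; Repeats: single well per compound; Also added: Melanotan II; Dosing: one concentration, 6.5 µM nominal; Schedule: 30-min compound, 1-h challenge, 1-h detection, room temperature.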
aDG glyco act = activators of alpha-DG glycosylation, primary screen, uHTS, Pro5-aDG cells, AlphaScreen | alpha-DG glycosylation AlphaScreen (IIH6); 0% Pro5, 100% B10-LARGE cell signal | activation, % at 10 µM | 360,000 tested, 0.22% active | AID 624168, 2012;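 active = activation of at least 8% versus controls, or a plate z-score of at least 8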;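 note: Pro5 are CHO cells carrying HIG-tagged alpha-DG that lacks glycosylation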
NOD2 RIPK2 PPI = NOD2-RIPK2 binding disruptors in cells, primary screen, fluorescence, CHO cells, BLA complementation; 360,000 tested, 0.38% active; Receptor-interacting serine/threonine-protein kinase 2 (Homo sapiens), O43353; CCF4 ratio; inhibition, % at 4.98 µM; in the data active = inhibition above about 21%;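 note: 0% = vehicle only and 100% = reference blocker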
Glyco luc inh = increase of ERlucT glycosylation luciferase signal, primary screen, N-linked glycosylation inhibitor project, D54 ERlucT cells, luminescence, set 2 | reporter increase, % at 12.5 µM | AID 588692, 2011 | D54 ERlucT glycosylation luciferase reporter, 24 h; percent of 100 nM tunicamycin response | 360,000 tested, 0.23% active;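 active = mean luciferase reporter signal, scaled so untreated is 0 and the glycosylation-blocking control 100, at or above a set limit in every replicate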;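 note: luciferase carries N-glycosylation sites so blocking glycosylation raises the light; 0% = median of neutral control wells and 100% = median of 100 nM tunicamycin wells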
ABCB6 inh MLPCN = ABCB6 transporter inhibitors, primary screen, K562-ABCB6 cells, flow cytometry, MLPCN library; ATP-binding cassette sub-family B member 6 (Homo sapiens), Q9NP58; K562-ABCB6 porphyrin accumulation, 1 h; hits give low values; fluorescence ratio to DMSO, % at 10 µM; 360,000 tested, 0.19% active; AID 602162, 2011;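 active = fluorescence ratio to DMSO below 75%, the collection mean minus 3 SD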;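 note: signal is porphyrin accumulated inside mitochondria; 100% equals median channel fluorescence of DMSO control wells; lower ratio means ABCB6 inhibition with less porphyrin fluorescence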
Granule exo inh = LAMP-1 surface exposure blockers, TALL-104 cells – cell-based, flow cytometry, MLPCN library, primary screen | TALL-104 LAMP-1 surface exposure; cells stimulated with thapsigargin and PMA | inhibition, % at 10 µM | 360,000 tested, 0.66% active;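 active = inhibition above about 55%, limit read from the data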
MC4R ag barr = MC4R agonists recruiting beta-arrestin, primary screen, cell-based, luminescence, agonist arm of biased-ligand search; Melanocortin receptor 4 (Homo sapiens), P32245; activation, % at 8.9 µM; U2OS MC4R beta-arrestin complementation; percent of melanotan II response, DMSO zero; 360,000 tested, 0.98% active; AID 540308, 2011;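 active = activation above a per-plate cutoff, the mean activation of sample wells on that plate plus 3 SD, cut at about 8% in these data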
TLR9-MyD88 block = inhibitors of TLR9-MyD88 association in cells, primary screen, cell-based, CHO, BLA complementation, fluorescence. Toll-like receptor 9 (Homo sapiens) + Myeloid differentiation primary response protein …. CCF4 FRET ratio. inhibition, % at 4.98 µM. 340,000 tested, 0.21% active. AID 504734, 2011;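 active = inhibition above the mean over all tested compounds plus 3 SD, cut at about 21% in these data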;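 note: 0% = DMSO only wells and 100% = clavulanate BLA inhibitor control wells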
Target sequence (Q99836 whole entry, looked up): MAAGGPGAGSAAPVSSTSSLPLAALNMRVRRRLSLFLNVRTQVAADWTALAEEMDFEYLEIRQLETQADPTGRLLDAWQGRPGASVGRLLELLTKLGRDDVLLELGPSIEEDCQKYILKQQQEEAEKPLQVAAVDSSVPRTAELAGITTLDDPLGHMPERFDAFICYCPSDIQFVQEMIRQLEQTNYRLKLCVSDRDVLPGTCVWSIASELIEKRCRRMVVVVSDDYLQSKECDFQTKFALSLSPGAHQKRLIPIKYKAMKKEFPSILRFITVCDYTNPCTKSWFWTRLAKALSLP
Target sequence (Q9NR96 whole entry, looked up): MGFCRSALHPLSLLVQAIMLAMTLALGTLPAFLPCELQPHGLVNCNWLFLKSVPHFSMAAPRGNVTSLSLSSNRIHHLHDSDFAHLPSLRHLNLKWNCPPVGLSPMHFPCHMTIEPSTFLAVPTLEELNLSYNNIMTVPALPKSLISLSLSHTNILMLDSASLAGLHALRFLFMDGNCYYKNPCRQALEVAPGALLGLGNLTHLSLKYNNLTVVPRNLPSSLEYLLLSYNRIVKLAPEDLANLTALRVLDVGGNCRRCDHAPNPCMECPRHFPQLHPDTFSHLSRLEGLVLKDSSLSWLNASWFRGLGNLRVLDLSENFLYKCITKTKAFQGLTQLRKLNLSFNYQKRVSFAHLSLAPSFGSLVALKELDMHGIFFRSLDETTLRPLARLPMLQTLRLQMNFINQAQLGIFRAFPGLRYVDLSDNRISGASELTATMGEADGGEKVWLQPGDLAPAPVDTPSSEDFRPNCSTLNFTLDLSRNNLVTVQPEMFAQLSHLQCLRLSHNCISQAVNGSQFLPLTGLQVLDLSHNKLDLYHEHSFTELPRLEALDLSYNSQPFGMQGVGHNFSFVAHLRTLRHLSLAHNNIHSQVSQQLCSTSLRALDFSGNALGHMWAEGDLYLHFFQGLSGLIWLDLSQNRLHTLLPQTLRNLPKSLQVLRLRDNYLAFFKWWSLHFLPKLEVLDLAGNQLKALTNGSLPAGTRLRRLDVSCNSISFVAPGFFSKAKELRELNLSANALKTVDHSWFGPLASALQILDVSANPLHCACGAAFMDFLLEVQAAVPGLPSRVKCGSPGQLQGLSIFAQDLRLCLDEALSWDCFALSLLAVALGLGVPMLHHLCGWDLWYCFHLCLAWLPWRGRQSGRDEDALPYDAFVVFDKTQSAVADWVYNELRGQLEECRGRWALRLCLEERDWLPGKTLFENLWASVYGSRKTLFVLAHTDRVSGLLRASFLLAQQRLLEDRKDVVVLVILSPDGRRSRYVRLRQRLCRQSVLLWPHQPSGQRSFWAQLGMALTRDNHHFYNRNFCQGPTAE
The depositor's hits bear a star. This is a subset. The share of hits here may be higher or lower than overall.

Results for COc1ccc(NC(=O)CN(C)CC(=O)Nc2cccc(C(C)=O)c2)cc1 ?
Vif inh: 1; ABHD5-PLIN5 inh: -4; MC4R antag cAMP: 20; aDG glyco act: 0.1; NOD2 RIPK2 PPI: -12; Glyco luc inh: 3; ABCB6 inh MLPCN: 99; Granule exo inh: -2; MC4R ag barr: -1.4; TLR9-MyD88 block: -5

How did Cc1cccc(C)c1NC(=O)CNC(=O)c1ccccc1 do in these assays?
Vif inh: 6; ABHD5-PLIN5 inh: 8; MC4R antag cAMP: 7; aDG glyco act: -0.2; NOD2 RIPK2 PPI: -5; Glyco luc inh: 0; ABCB6 inh MLPCN: 95; Granule exo inh: -3; MC4R ag barr: -1.3; TLR9-MyD88 block: -8

How did COC(=O)[C@@]12C[C@@H](CC(=O)N3CCSCC3)C(=O)N(CCc3ccc(OC)c(OC)c3)C1=CCC(C)(C)C2 do in these assays?
ABHD5-PLIN5 inh: 1; aDG glyco act: 0.1; NOD2 RIPK2 PPI: -9; Granule exo inh: -6

How did COC(=O)c1c(C)[nH]c(C(=O)OCC(=O)N(CC(C)C)c2c(N)n(Cc3ccccc3)c(=O)[nH]c2=O)c1C do in these assays?
Vif inh: 1; ABHD5-PLIN5 inh: 7; MC4R antag cAMP: 10; aDG glyco act: -0.1; NOD2 RIPK2 PPI: -7; Glyco luc inh: -3; ABCB6 inh MLPCN: 98; Granule exo inh: 0; MC4R ag barr: -0.5; TLR9-MyD88 block: -6

How did CC1(C)CCCC2(C)C1CCC1(C)OC(=O)CCC12 (configuration not stated) do in these assays?
Vif inh: 11; ABHD5-PLIN5 inh: 1; MC4R antag cAMP: -4; aDG glyco act: -0.4; NOD2 RIPK2 PPI: -3; Glyco luc inh: 0; ABCB6 inh MLPCN: 103; Granule exo inh: 8; MC4R ag barr: 5.1

How did CCc1cc(=O)oc2cc(C)c(CN3CCCCC3)c(O)c12 do in these assays?
Vif inh: 1; ABHD5-PLIN5 inh: 4; MC4R antag cAMP: 6; aDG glyco act: -0.2; NOD2 RIPK2 PPI: -7; Glyco luc inh: 6; ABCB6 inh MLPCN: 102; Granule exo inh: 2; MC4R ag barr: -1.3; TLR9-MyD88 block: 7

Results for COc1ccc(CCNC(=O)C2CCN(C(=O)c3ccc([N+](=O)[O-])cc3)CC2)cc1 ?
Vif inh: 19; ABHD5-PLIN5 inh: -4; MC4R antag cAMP: 8; aDG glyco act: 0.6; NOD2 RIPK2 PPI: -2; Glyco luc inh: 0; ABCB6 inh MLPCN: 103; Granule exo inh: 0; MC4R ag barr: -1.1; TLR9-MyD88 block: 7

Results for c1ccc(-c2csc(N3CCCCCC3)n2)cc1 ?
Vif inh: 0; ABHD5-PLIN5 inh: -4; MC4R antag cAMP: 8; aDG glyco act: 0.0; NOD2 RIPK2 PPI: -7; Glyco luc inh: 0; ABCB6 inh MLPCN: 95; Granule exo inh: 1; MC4R ag barr: 0.7; TLR9-MyD88 block: 3

Results for Cc1ccc2c(n1)sc1c(-c3ccc(Br)cc3)c(C#N)c(N)nc12 ?
ABHD5-PLIN5 inh: -1; MC4R antag cAMP: 2; aDG glyco act: 0.3; NOD2 RIPK2 PPI: -2; Glyco luc inh: -5; ABCB6 inh MLPCN: 113; Granule exo inh: 12; MC4R ag barr: -1.1; TLR9-MyD88 block: -13

Results for COc1ccccc1N1CCN(C(=O)/C=C/c2ccc3c(c2)OCO3)CC1 ?
Vif inh: -9; ABHD5-PLIN5 inh: 0; MC4R antag cAMP: 9; aDG glyco act: -0.5; NOD2 RIPK2 PPI: 2; Glyco luc inh: -1; ABCB6 inh MLPCN: 99; Granule exo inh: 0; MC4R ag barr: -1.6; TLR9-MyD88 block: -4

Results for CN(C)c1ccc(C(=S)N2CCNCC2)cc1 ?
Vif inh: 3; ABHD5-PLIN5 inh: 3; MC4R antag cAMP: 4; aDG glyco act: -0.2; NOD2 RIPK2 PPI: 1; Glyco luc inh: 3; ABCB6 inh MLPCN: 96; Granule exo inh: 0; MC4R ag barr: -0.6; TLR9-MyD88 block: -8

Results for CC1CCc2cc(F)cc3c(O)c(C(=O)NCCN(C)C)c(=O)n1c23 (configuration not stated) ?
Vif inh: 10; ABHD5-PLIN5 inh: 4; MC4R antag cAMP: -6; aDG glyco act: 0.1; NOD2 RIPK2 PPI: 6; Glyco luc inh: 2; ABCB6 inh MLPCN: 99; Granule exo inh: 4; MC4R ag barr: -2.7; TLR9-MyD88 block: -4

What do the screens show for `CCOC(=O)N1CCN(S(=O)(=O)c2ccc(OCC)c3ccccc23)CC1`?
Vif inh: -10; ABHD5-PLIN5 inh: 2; MC4R antag cAMP: 3; aDG glyco act: 5.0; NOD2 RIPK2 PPI: -9; Glyco luc inh: -2; ABCB6 inh MLPCN: 92; Granule exo inh: -4; MC4R ag barr: -0.3; TLR9-MyD88 block: -6

How did O=S1(=O)CC(N2CCC(Cc3ccccc3)CC2)CN1C1CCCC1 (configuration not stated) do in these assays?
ABHD5-PLIN5 inh: 7; aDG glyco act: -0.2; NOD2 RIPK2 PPI: 5; Glyco luc inh: -4; ABCB6 inh MLPCN: 99; Granule exo inh: -3

What do the screens show for `COc1ccc(-c2nc(SCC(=O)Nc3cc(C)on3)n[nH]2)cc1`?
ABHD5-PLIN5 inh: 4; MC4R antag cAMP: -2; aDG glyco act: -0.2; NOD2 RIPK2 PPI: -3; Glyco luc inh: 3; ABCB6 inh MLPCN: 91; Granule exo inh: -1; MC4R ag barr: -1.3; TLR9-MyD88 block: -5

How did Cc1sc2ncnc(OCC(=O)NC(C)C(C)C)c2c1C (configuration not stated) do in these assays?
Vif inh: 12; ABHD5-PLIN5 inh: -2; MC4R antag cAMP: 11; aDG glyco act: -0.1; NOD2 RIPK2 PPI: 9; Glyco luc inh: -1; ABCB6 inh MLPCN: 99; Granule exo inh: -2; MC4R ag barr: 0.5; TLR9-MyD88 block: -8

What do the screens show for `O=C(CSc1ncn[nH]1)N1N=C2/C(=C\c3ccco3)CCCC2C1c1ccco1` (configuration not stated)?
Vif inh: -2; ABHD5-PLIN5 inh: 12; MC4R antag cAMP: 1; aDG glyco act: -0.1; NOD2 RIPK2 PPI: -5; Glyco luc inh: -4; ABCB6 inh MLPCN: 98; Granule exo inh: 15; MC4R ag barr: 0.0; TLR9-MyD88 block: 2

What do the screens show for `CC(C)CCN(CCC(C)C)C/C(O)=C(\C#N)c1nc(-c2ccccc2)cs1`?
ABHD5-PLIN5 inh: -7; MC4R antag cAMP: 0; aDG glyco act: 0.1; NOD2 RIPK2 PPI: 5; Glyco luc inh: -3; ABCB6 inh MLPCN: 99; Granule exo inh: -1; MC4R ag barr: -1.7; TLR9-MyD88 block: 6

What do the screens show for `Cc1cccc(-n2c(O)c(C=Nc3ccc4c(c3)OCO4)c3ccccc3c2=O)n1`?
Vif inh: 12; ABHD5-PLIN5 inh: 2; MC4R antag cAMP: 0; aDG glyco act: -0.3; NOD2 RIPK2 PPI: 1; Glyco luc inh: 2; ABCB6 inh MLPCN: 105; Granule exo inh: 0; MC4R ag barr: -1.9; TLR9-MyD88 block: 0

Results for Cc1ccc2cc3cc(C(=O)NCCCN4CCCC4=O)oc3nc2c1 ?
Vif inh: -7; ABHD5-PLIN5 inh: 3; MC4R antag cAMP: -3; aDG glyco act: -0.1; NOD2 RIPK2 PPI: 10; Glyco luc inh: 5; ABCB6 inh MLPCN: 97; Granule exo inh: -1; MC4R ag barr: -1.3; TLR9-MyD88 block: 4

Fetched by structure from above:
What do the screens show for `COc1ccc(-c2nc(SCC(=O)Nc3cc(C)on3)n[nH]2)cc1`?
ABHD5-PLIN5 inh: 4; MC4R antag cAMP: -2; aDG glyco act: -0.2; NOD2 RIPK2 PPI: -3; Glyco luc inh: 3; ABCB6 inh MLPCN: 91; Granule exo inh: -1; MC4R ag barr: -1.3; TLR9-MyD88 block: -5

Results for COc1ccc(CCNC(=O)C2CCN(C(=O)c3ccc([N+](=O)[O-])cc3)CC2)cc1 ?
Vif inh: 19; ABHD5-PLIN5 inh: -4; MC4R antag cAMP: 8; aDG glyco act: 0.6; NOD2 RIPK2 PPI: -2; Glyco luc inh: 0; ABCB6 inh MLPCN: 103; Granule exo inh: 0; MC4R ag barr: -1.1; TLR9-MyD88 block: 7

Additional results
What do the screens show for `Cc1ccc(CN2C(=O)CCC2C(=O)NCCCN2CCCC(C)C2)cc1` (configuration not stated)?
Vif inh: 3; ABHD5-PLIN5 inh: 2; MC4R antag cAMP: -1; aDG glyco act: -0.2; NOD2 RIPK2 PPI: -1; Glyco luc inh: 2; ABCB6 inh MLPCN: 104; Granule exo inh: -1; MC4R ag barr: -0.9; TLR9-MyD88 block: -2

Results for CCn1cc(C(=O)NCc2ccco2)c(=O)c2cc(S(=O)(=O)N3CC(C)CC(C)C3)ccc21 (configuration not stated) ?
Vif inh: 1; ABHD5-PLIN5 inh: 3; MC4R antag cAMP: 8; aDG glyco act: -0.6; NOD2 RIPK2 PPI: 5; Glyco luc inh: -5; ABCB6 inh MLPCN: 100; Granule exo inh: -2; MC4R ag barr: -0.6; TLR9-MyD88 block: 0

What do the screens show for `Cc1ccccc1-c1nnc(SCC(=O)Nc2c(C)n(C)n(-c3ccccc3)c2=O)o1`?
Vif inh: 0; ABHD5-PLIN5 inh: -1; MC4R antag cAMP: 5; aDG glyco act: -0.3; NOD2 RIPK2 PPI: -11; Glyco luc inh: 1; ABCB6 inh MLPCN: 97; Granule exo inh: 0; MC4R ag barr: -0.5; TLR9-MyD88 block: -4

How did O=C(O)COc1ccc2c3c(c(=O)oc2c1)CCC3 do in these assays?
Vif inh: -2; ABHD5-PLIN5 inh: -1; MC4R antag cAMP: -2; aDG glyco act: 5.2; NOD2 RIPK2 PPI: 4; Glyco luc inh: 3; ABCB6 inh MLPCN: 100; Granule exo inh: -2; MC4R ag barr: -0.9; TLR9-MyD88 block: -17

Results for COc1cccc(-c2nc(N3CC(C)CC(C)C3)c3ccccc3n2)c1O (configuration not stated) ?
ABHD5-PLIN5 inh: -6; MC4R antag cAMP: 5; aDG glyco act: -0.2; NOD2 RIPK2 PPI: -8; Glyco luc inh: -4; ABCB6 inh MLPCN: 106; Granule exo inh: 3; MC4R ag barr: -0.6; TLR9-MyD88 block: -5
